FN deposition inh – inhibitors of fibronectin matrix deposition, primary screen, AH1F cells, Alexa488-fibronectin fluorescence, plate reader | AH1F fibroblasts, overnight | inhibition, % at 12.6 µM | 0.086% of 350,000 active | AID 743247, 2014;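 active means mean inhibition across replicates of 30% or more, regardless of how many single replicates reach that level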;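 further: positive control wells lacked labelled fibronectin entirely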
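test system = AH1F fibroblasts assembling fluorescent fibronectin matrix | quantity = 10000 AH1F cells per well | buffer or medium = DMEM plus 2% serum, read in PBS | doses = single dose, pinned | incubation = 1 h cell attachment, overnight exposure to compound and label | detection = fluorescence at 485 nm excitation, 525 nm emission | read-out basis = inhibition from reduced deposited-fibronectin fluorescence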
PGC1a acetyl inh – inhibitors of PGC1a acetylation signal, primary screen, cell-based, U2OS, AlphaScreen, inhibitor mode; 0.17% of 350,000 active; AlphaScreen anti-acetyl-lysine; with virally co-expressed GCN5 acetyltransferase; inhibition, % at 15.6 µM;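 active means every replicate shows inhibition of at least 40%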;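 further: 0% = neutral control wells and 100% = positive control wells; some results beyond the cut were filed as inactive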
ERAP1 HTS inh – human ERAP1 aminopeptidase inhibitors, primary screen, biochemical, single point, plate reader; Endoplasmic reticulum aminopeptidase 1 (Homo sapiens), Q9NZ08; recombinant ERAP1, Leu-AMC fluorescence, 60 min; inhibition, % at 10.7 µM; 0.15% of 340,000 active; AID 652197, 2013;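 active means mean replicate inhibition of at least 30%, or all replicates individually reaching that 30% level; inactive means mean below 30% and not every replicate reaching it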;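 further: 0% = neutral control wells and 100% = L-leucinethiol positive control wells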
Target sequence (Q9NZ08 whole entry, looked up): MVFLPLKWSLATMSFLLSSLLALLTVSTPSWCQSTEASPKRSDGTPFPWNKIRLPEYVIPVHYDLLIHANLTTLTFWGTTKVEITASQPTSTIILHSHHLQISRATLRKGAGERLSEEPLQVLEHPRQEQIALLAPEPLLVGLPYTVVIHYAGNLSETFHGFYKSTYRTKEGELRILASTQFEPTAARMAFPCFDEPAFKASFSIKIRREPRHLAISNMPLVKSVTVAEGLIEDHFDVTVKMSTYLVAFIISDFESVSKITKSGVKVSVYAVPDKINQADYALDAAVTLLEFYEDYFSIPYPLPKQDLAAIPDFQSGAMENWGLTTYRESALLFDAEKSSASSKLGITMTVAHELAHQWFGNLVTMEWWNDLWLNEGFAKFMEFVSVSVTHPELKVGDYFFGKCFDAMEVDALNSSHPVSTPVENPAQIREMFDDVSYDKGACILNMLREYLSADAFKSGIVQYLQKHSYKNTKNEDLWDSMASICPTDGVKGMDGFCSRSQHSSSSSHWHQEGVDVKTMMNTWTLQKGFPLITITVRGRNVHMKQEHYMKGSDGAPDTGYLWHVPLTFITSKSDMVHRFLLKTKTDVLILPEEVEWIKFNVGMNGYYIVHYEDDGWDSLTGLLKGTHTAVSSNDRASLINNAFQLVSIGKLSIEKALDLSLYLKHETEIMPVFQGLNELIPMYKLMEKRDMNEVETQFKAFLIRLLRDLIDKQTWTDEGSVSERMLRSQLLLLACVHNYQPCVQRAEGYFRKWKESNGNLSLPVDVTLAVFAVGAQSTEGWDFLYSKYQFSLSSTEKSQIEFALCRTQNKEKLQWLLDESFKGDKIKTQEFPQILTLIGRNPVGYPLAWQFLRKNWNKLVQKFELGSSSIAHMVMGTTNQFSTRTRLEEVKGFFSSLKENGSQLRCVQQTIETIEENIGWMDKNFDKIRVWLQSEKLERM
S100A4 inh HTS – inhibitors of S100A4-myosin IIA peptide binding, primary screen, biochemical, fluorescence polarization, TAMRA-MyoIIA peptide; AID 652163, 2013; inhibition, % at 10.7 µM; 0.14% of 360,000 active; Protein S100-A4 (Homo sapiens), P26447;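 active means mean inhibition of at least 70% across replicates, with every replicate also reaching that level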
Target sequence (P26447 whole entry, looked up): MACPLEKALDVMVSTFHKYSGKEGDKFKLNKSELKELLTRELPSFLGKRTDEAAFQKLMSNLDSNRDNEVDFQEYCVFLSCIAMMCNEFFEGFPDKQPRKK
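Material: S100A4 monomer protein | Medium: HEPES pH 7.2 with CaCl2, KCl, NaCl, DTT, Triton | Reagent: Labelled myosin peptide probe, 5 nM | Doses: One dose per compound | Times: 5 min incubation before reading | Benchmarks: Neutral control DMSO, positive control TFP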
PglD inh – C. jejuni PglD acetyltransferase inhibitors, primary screen, biochemical, DTNB colorimetric, single point. purified PglD enzyme, DTNB colorimetric CoA detection. inhibition, % at 12.5 µM. 0.098% of 360,000 active; in the data active means inhibition above about 16%, passing the limit was not always enough; further: strong numbers were not always called active
LGR2 inh – inhibitors of bursicon-induced LGR2 CRE-luciferase signal, primary screen, cell-based, HEK293, CRE-luciferase reporter, bursicon stimulation; Drosophila bursicon receptor LGR2 (rickets); bursicon-stimulated, 4 h; inhibition, % at 9.99 µM; 0.35% of 380,000 active; AID 720647, 2013;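 active means drop in luminescence signal, shown as inhibition above about 50% in the replicate tests, limit read from the data, passing the limit was not always enough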;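 further: agonist challenge used bursicon conditioned medium at about half maximal strength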
PAX8 reporter – inhibitors of PAX8-driven TPO luciferase reporter, primary screen, RMG-I cells, single concentration; 1.2% of 360,000 active; SteadyGlo, 24 h; inhibition, % at 12.6 µM; AID 652154, 2013;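 active means mean replicate inhibition at least 60% with every replicate also reaching 60%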;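 further: luciferase light reporting Pax8 driven TPO promoter activity; plate controls were median of neutral control wells for no effect and mitoxantrone controls for full effect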
EWS-Fli inh – EWS/Fli-driven NR0B1 reporter inhibitors, primary screen, A673 cells, NR0B1 luciferase, luminescence, MLPCN library | viability-normalised | inhibition, % at 12.6 µM | 0.67% of 350,000 active | AID 651661, 2012;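 active means mean inhibition of at least 50% after viability correction, with every replicate also passing that limit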;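 further: firefly luciferase signal divided by Alamar Blue viability fluorescence both relative to DMSO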
* = called active by the depositor; . = no result given; & = joins results of further samples.

(1) CCN(C(C)=O)c1ccc(Oc2nc(OC)cc(OC)n2)cc1
(2) Cc1cc(SCc2ccccc2)nc(=O)[nH]1
(3) CCOc1ccc(C(=O)N2CCN(c3cccc(C)c3C)CC2)cc1
(4) O=C(COC(=O)C1CC(=O)N(Cc2ccccc2)C1)Nc1cccc([N+](=O)[O-])c1 (stereo unspecified)
(5) C[C@@H]1CN([C@@H](C)CO)S(=O)(=O)c2ccc(-c3ccc(C(=O)N(C)C)cc3)cc2O[C@H]1CN(C)C(=O)C1CCC1
(6) Cc1cccc(Nc2nnc(SCC(=O)Nc3cccc(S(=O)(=O)N4CCCCC4)c3)s2)c1
compound no.	1	2	3	4	5	6
FN deposition inh	.	-1	3	0	3	10
PGC1a acetyl inh	.	-7	-16	10	-8	-7
ERAP1 HTS inh	-1	.	.	4	0	.
S100A4 inh HTS	1	.	.	2	-2	.
PglD inh	.	-5	3	0	3	7
LGR2 inh	18	.	.	7	3	-51
PAX8 reporter	7	-19	23	10	1	-74
EWS-Fli inh	7	.	.	-3	8	.

(7) C[C@@H]1CN([C@@H](C)CO)C(=O)c2cc(NC(=O)C3CCCCC3)ccc2O[C@@H](C)CCCCO[C@@H]1CN(C)C(=O)CCCN(C)C
(8) COc1ccc(-n2c(=O)c(CCC(=O)N(C)Cc3ccccc3C)nc3ccccc32)cc1
(9) O=S(=O)(/N=C(/Nc1cccc2ccccc12)c1ccccc1)c1ccccc1
(10) Cc1ccc(C(=O)N2CCN(S(=O)(=O)c3ccc(C)cc3)CC2)cc1
(11) Cc1ccc(OCCCC(=O)Nc2nnc(C3CCCO3)s2)c(C)c1 (stereo unspecified)
(12) Cc1ccc(NC(=O)C2C3C=CC4(O3)C2C(=O)N(CCCN2CCOCC2)C4C(=O)NC2CCCCC2)cc1Cl (stereo unspecified)
compound no.	7	8	9	10	11	12
FN deposition inh	-1	-10	6	-1	-3	4
PGC1a acetyl inh	-2&-6	.	-3	-11	-9	2
ERAP1 HTS inh	-7&-1	4	2	3	-3	-1
S100A4 inh HTS	-13&18	-9	-2	1	-1	-5
PglD inh	2&0	.	-7	.	-8	3
LGR2 inh	-3	.	-3	-9	2	4
PAX8 reporter	-23	12	10	5	-7	6
EWS-Fli inh	10&2	9	6	18	1	-5

(13) O=C(NCCCN1CCC(Cc2ccccc2)CC1)c1ccc(CS(=O)c2ccccc2Cl)o1 (stereo unspecified)
(14) C[C@H](CO)N1C[C@H](C)[C@@H](CN(C)Cc2cncnc2)Oc2cc(C3=CCCC3)ccc2S1(=O)=O
(15) C/C=C/c1ccc2c(c1)O[C@H](CN(C)C(=O)NC1CCCC1)[C@H](C)CN([C@@H](C)CO)S2(=O)=O
(16) CC(CN1CCCCC1)OC(=O)Cc1ccc(Cl)cc1 (stereo unspecified)
(17) C[C@H](CO)N1C[C@H](C)[C@H](CN(C)Cc2ccccc2)Oc2ncc(C#Cc3ccccn3)cc2C1=O
(18) Cc1ccc(S(=O)(=O)N2CCCCC2)cc1C(=O)N(C)CC(=O)Nc1ccc(Cl)c(C(F)(F)F)c1
compound no.	13	14	15	16	17	18
FN deposition inh	-13	.	-6	-1	0	12
PGC1a acetyl inh	-5	5	0	6	-11	.
ERAP1 HTS inh	2	-4	0	.	.	3
S100A4 inh HTS	9	1	-5	.	.	-2
PglD inh	5	1	0	1	.	3
LGR2 inh	2	-2	-11	.	-7	14
PAX8 reporter	-23	.	-5	-8	.	.
EWS-Fli inh	-3	5	-5	.	-2	.

(19) COc1cccc(-c2cc(C(=O)NC3CCCCC3)no2)c1
(20) COc1cccc(NC(=O)N(Cc2cc3cc(C)cc(C)c3[nH]c2=O)CC2COCCO2)c1 (stereo unspecified)
(21) Oc1ccc(C[C@H]2CN([C@@H](Cc3ccccc3)CN3CCC[C@@H]3CN3C(=S)NC[C@@H]3Cc3ccccc3)C(=S)N2CC2CCCCC2)cc1
(22) Cc1ccccc1SCC(=O)NCCCn1ccnc1
(23) COc1cc2c(cc1OC)CN(CC(=O)Nc1ccccc1SC)CC2
(24) COc1ccc(NC(=O)N(CCCN(C)C)Cc2cc3cc(OC)ccc3[nH]c2=O)cc1
compound no.	19	20	21	22	23	24
FN deposition inh	-5	-5	.	2	11	0
PGC1a acetyl inh	6	4	5	.	.	-7
ERAP1 HTS inh	-6	.	-1	-6	3	.
S100A4 inh HTS	0	.	-2	-6	0	.
PglD inh	-3	-1	0	-3	.	-1
LGR2 inh	-83	.	9	-1	-5	-25
PAX8 reporter	-221	16	13	14	16	6
EWS-Fli inh	-132	.	8	1	-4	.

(25) C[C@H]1CCCCO[C@H](CN(C)S(=O)(=O)c2cccs2)[C@@H](C)CN([C@@H](C)CO)C(=O)c2cc(NC(=O)c3ccccc3)ccc2O1
(26) CC(C)CC#Cc1cnc2c(c1)C(=O)N([C@H](C)CO)C[C@@H](C)[C@@H](CN(C)Cc1ccccc1)O2
(27) O=C1COc2ccc(S(=O)(=O)N3CCN(c4cccc(Cl)c4)CC3)cc2N1
(28) C[C@H]1CN([C@@H](C)CO)C(=O)Cc2cc(NC(=O)C3CC3)ccc2O[C@H]1CN(C)Cc1ccc(-c2ccccc2)cc1
(29) Nn1cnc2c([nH]c3ccccc32)c1=O
(30) CCC1CCC(NC(=O)Nc2cccc(OC)c2)CC1 (stereo unspecified)
compound no.	25	26	27	28	29	30
FN deposition inh	.	-2	-4	.	9	-6
PGC1a acetyl inh	-6	4	-3	4	.	5
ERAP1 HTS inh	.	0	-3	-3	14	.
S100A4 inh HTS	.	-8	-6	-7	-4	.
PglD inh	1	.	-2	-4	.	-1
LGR2 inh	-6	3	-5	-7	-15	-83
PAX8 reporter	-9	5	11	-17	9	-190
EWS-Fli inh	0	3	.	-5	10	.

Structural class, those above with an NH in an aromatic ring
(2) Cc1cc(SCc2ccccc2)nc(=O)[nH]1
(20) COc1cccc(NC(=O)N(Cc2cc3cc(C)cc(C)c3[nH]c2=O)CC2COCCO2)c1 (stereo unspecified)
(24) COc1ccc(NC(=O)N(CCCN(C)C)Cc2cc3cc(OC)ccc3[nH]c2=O)cc1
(29) Nn1cnc2c([nH]c3ccccc32)c1=O
compound no.	2	20	24	29
FN deposition inh	-1	-5	0	9
PGC1a acetyl inh	-7	4	-7	.
ERAP1 HTS inh	.	.	.	14
S100A4 inh HTS	.	.	.	-4
PglD inh	-5	-1	-1	.
LGR2 inh	.	.	-25	-15
PAX8 reporter	-19	16	6	9
EWS-Fli inh	.	.	.	10

(more compounds)
(31) N#Cc1ccc(-c2ccc(C3[C@@H]4CN(C(=O)C5CC5)C[C@H]3N4)cc2)cc1 (stereo partly specified)
(32) O=c1oc2ccccc2c(O)c1C=Nc1cccnc1
(33) COc1cccc(Nc2nnc(SCC3CCCCO3)s2)c1 (stereo unspecified)
(34) C[C@H]1CN([C@@H](C)CO)S(=O)(=O)c2ccc(-c3cncnc3)cc2O[C@@H]1CN(C)Cc1ccccc1
(35) CCOC(=O)N1CCN(C(=O)CSc2ccc(-c3ccncc3)nn2)CC1
(36) CC(C)NS(=O)(=O)c1ccc(CCC(=O)N2CCc3ccccc3C2)cc1
compound no.	31	32	33	34	35	36
FN deposition inh	-5&7	8	-6	.	14	0
PGC1a acetyl inh	-5	-4	1	-14	0	.
ERAP1 HTS inh	-2	2	-1	-3	0	0
S100A4 inh HTS	4	-21	-4	0	0	-5
PglD inh	.	.	.	-1	.	7
LGR2 inh	90*	3	-80	16	11	28
PAX8 reporter	98*	22	-60	-6	29	-12
EWS-Fli inh	-11	4	-36	0	4	11

(37) COc1ccccc1-c1cnc2c(c1)C(=O)N([C@H](C)CO)C[C@H](C)[C@@H](CN(C)Cc1ccc(F)cc1)O2
(38) C[C@@H]1CN([C@H](C)CO)S(=O)(=O)c2ccc(C3=CCCC3)cc2O[C@H]1CN(C)C(=O)CC1CC1
(39) CC(C)C[C@H]1CN(CCCC[C@@H]2CNC(=O)C(=O)N2Cc2ccccc2)C(=O)C(=O)N1Cc1ccccc1
(40) CC(=O)N1CCN(c2ccccc2NC(=O)c2ccc3ccccc3c2)CC1
(41) CC=Cc1ccc2n(c1=O)C[C@@H]1[C@@H](CO)[C@H](C(=O)N3CCc4ccccc4C3)N(C(=O)COC)[C@H]21 (mixture of isomers)
(42) C=CCN1[C@@H](Cc2ccccc2)COc2cc(N3CCSCC3)ccc2S1(=O)=O
compound no.	37	38	39	40	41	42
FN deposition inh	-1	.	-6	2	.	5
PGC1a acetyl inh	-4	6	.	.	.	.
ERAP1 HTS inh	4	0	-1	1	-1	1
S100A4 inh HTS	-3	2	90*	1	-10	-4
PglD inh	-2	11	.	-2	.	.
LGR2 inh	8	26	-1	-20	18	24
PAX8 reporter	4	.	-24	4	-12	20
EWS-Fli inh	-5	-10	1	-18	3	9

(43) COc1ccc(C#Cc2ccc3c(c2)[C@@H]2[C@@H](CCN2C(=O)c2cnccn2)[C@@H](CO)N3)cc1
(44) O=C(CCCc1cccs1)N1CCN(S(=O)(=O)c2ccccc2Br)CC1
(45) C[C@H](CO)N1C[C@H](C)[C@@H](CN(C)C(=O)Nc2ccc(C(F)(F)F)cc2)OCCCC[C@H](C)Oc2ccc(NC(=O)Nc3ccccc3)cc2C1=O
(46) CC[n+]1c(/C=C2\Sc3ccccc3N2C)ccc2cccc(C)c21
(47) O=C(N/N=C/c1ccco1)c1ccc(N2CCCC2=O)cc1
(48) CC(CCc1ccccc1)NC(=O)c1cccnc1 (stereo unspecified)
compound no.	43	44	45	46	47	48
FN deposition inh	-2	-1	-4	-91	-9	2
PGC1a acetyl inh	4	-4	1	.	1	1
ERAP1 HTS inh	.	.	-2	.	.	.
S100A4 inh HTS	.	.	10	-11	.	.
PglD inh	1	1	4	1	6	-2
LGR2 inh	-13	.	-8	81*	-2	.
PAX8 reporter	7	18	15	61*	-37	1
EWS-Fli inh	3	.	-10	44	.	.

(49) C[C@@H]1CN([C@H](C)CO)C(=O)CCCn2cc(nn2)CO[C@H]1CN(C)C(=O)C1CCCCC1
(50) Cc1cccc(C)c1NC(=O)CN(C)C(=O)c1cc(S(=O)(=O)N2CCOCC2)ccc1N1CCCC1
(51) Cn1cccc1CNC(=S)Nc1ccccc1Cl
(52) CCCn1c(SCC(=O)Nc2nnc(C)s2)nnc1C1CC1
(53) COc1cccc(NC(=O)N[C@@H]2CC[C@@H](CC(=O)N3CCOCC3)O[C@@H]2CO)c1
(54) COc1cc2cc(C(=O)O)[nH]c2c(OC)c1OC
(55) COc1cccc(OC)c1C(=O)Nc1c(C(=O)N2CCN(C)CC2)oc2ccccc12
compound no.	49	50	51	52	53	54	55
FN deposition inh	-14&-4	1	-8	.	.	1	-9
PGC1a acetyl inh	6&2&6	1	-5	.	6	5	48
ERAP1 HTS inh	-3&-1	6	1	3	1	4	5
S100A4 inh HTS	8&1&-3	-8	3	0	-2	-5	5
PglD inh	-1&2&5	0	.	1	-29	-1	3
LGR2 inh	2&11	3	-1	5	-4	0	15
PAX8 reporter	22&-15	8	-7	-3	-2	.	-11
EWS-Fli inh	5&-1&7	0	-4	6	-3	-8	.

Screening results from PubChem BioAssay.
